Screening data (PubChem)
RSV CPE inhibition: inhibition of RSV-induced cytopathic effect – HEp-2 cells, primary 10 µM value included (AID 2391) | HEp-2 cells, RSV-induced CPE inhibition; higher % means a stronger effect | one-dose CPE inhibition, % at 10 µM; IC50 in µM for titrated hits | 310,000 tested, 0.13% active; in the data active = a potency from the dose series; inconclusive = CPE inhibition mostly from about 23% at the one dose, without a potency; inactive = the rest, 99 in 100 with CPE inhibition below about 21%; also: strong numbers were not always called active
NTR1 agonist: agonists of NTR1, primary screen, imaging, U2OS cells, beta-arrestin-GFP, high content (AID 493036); 330,000 tested, 0.17% active; activation, % at 20 µM; NTR1-U2OS beta-arrestin-GFP spot imaging, agonist mode;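 active = activation at or above 40% of the spot to cytoplasm intensity ratio, with at least 20 cells analyzed; inconclusive = wells under 20 cells, flagged as cytotoxic or low count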;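 also: 0% = DMSO without peptide and 100% = 100 nM NTR1 peptide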
Target sequence (P30989 whole entry, looked up): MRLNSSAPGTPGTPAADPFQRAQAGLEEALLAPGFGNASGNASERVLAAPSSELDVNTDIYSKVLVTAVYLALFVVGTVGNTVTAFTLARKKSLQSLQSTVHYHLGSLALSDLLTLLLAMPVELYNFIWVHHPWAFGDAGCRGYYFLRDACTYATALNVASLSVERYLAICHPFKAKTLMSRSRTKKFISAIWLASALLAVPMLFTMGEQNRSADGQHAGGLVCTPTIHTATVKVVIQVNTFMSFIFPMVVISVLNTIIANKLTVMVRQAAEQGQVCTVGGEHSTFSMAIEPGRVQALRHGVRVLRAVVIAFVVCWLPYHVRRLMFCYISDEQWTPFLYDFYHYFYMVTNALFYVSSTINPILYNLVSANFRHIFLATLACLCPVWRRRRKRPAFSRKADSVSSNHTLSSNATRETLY
Autophagy mod: alters autophagy in cells; calls only at 10 µM (by protocol); 190,000 tested, 0.98% active; MEF GFP-LC3 puncta imaging; test concentration mostly 10 µM; AID 463193;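 active = percentage of spot-positive cells more than 3 SD above its plate mean, without a fluorescence outlier flag or 80% toxicity; inconclusive = no clear call, values can overlap the other calls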;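 also: spot-positive cell cutoff set from DMSO-treated cells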
LYP inhibition: inhibitors of LYP phosphatase, biochemical, fluorescence intensity, uHTS (AID 1779). recombinant LYP phosphatase, fluorescence intensity; higher % means a stronger effect. inhibition, % at 11.5 µM; hits with a dose series show IC50 in µM. 290,000 tested, 0.054% active; in the data active = inhibition above about 50%;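 also: plate controls were vehicle with enzyme for no effect and no enzyme for full effect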
WT yeast gro inh: growth inhibition of WT yeast, mitochondrial fusion screen; mitochondrial fusion phenotypic screen, WT strain; inhibition, % at 10 µM; 190,000 tested, 2.1% active; AID 1362; in the data active = inhibition above about 58%; tested in S. cerevisiae
GPR35 antagonists: GPR35 antagonists blocking zaprinast-driven arrestin recruitment, primary screen, imaging, U2OS, beta-arrestin-GFP, zaprinast agonist (AID 2058) | U2OS GPR35 beta-arrestin-GFP translocation imaging, zaprinast antagonism; higher % means a stronger effect | inhibition, % at 10 µM, or IC50 in µM where a hit was titrated | 290,000 tested, 0.052% active;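 active = inhibition of at least 50% with at least 30 cells and total cytoplasm GFP at most 10,000,000; inconclusive = under 30 cells or total GFP of 10,000,000 plus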
UTI89 phage lysis: protection from phage-mediated lysis, alamar blue read-out – E. coli UTI89, K1F phage, bacterial capsule biogenesis inhibitors (AID 488966). E. coli UTI89 K1F phage lysis, alamar blue, 2 h; higher % means a stronger effect. 340,000 tested, 0.02% active. inhibition, % at 100 µM, or IC50 in µM where a hit was titrated;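 active = phage lysis inhibition, versus mean bacterial control, above a set limit; inconclusive = no clear call, values can overlap the other calls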;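 also: capsule biogenesis inhibitors block K1F phage lysis so surviving cells raise fluorescence; higher fluorescence means more inhibition of phage lysis; actives were called in the ten point dose series up to 300 µM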
AID2073: inhibitors of Mint1-CaV2.2 protein interaction, biochemical, HTRF (AID 2073); HTRF protein-protein interaction, Mint1-CaV2.2; higher % means a stronger effect; one-dose inhibition, % at 20 µM; IC50 in µM for titrated hits; 290,000 tested, 0.19% active; in the data active = inhibition mostly above about 51%, no sharp cut-off; inconclusive = no clear call, values can overlap the other calls; inactive = mostly below about 53%; also: some results filed as inactive read as strong as hits
NS5 inhibitors: Dengue-2 NS5 methyltransferase inhibitors, primary screen, biochemical, confirmation dose response (AID 588689); inhibition, % at 25 µM, or IC50 in µM where a hit was titrated; 340,000 tested, 0.3% active; Dengue-2 NS5 methyltransferase capping enzyme assay, biochemical; higher % means a stronger effect; in the data active = a potency from the dose series; inconclusive = inhibition above about 29% without an active follow-up result
WT yeast gro inh mutant strain: further read-out of WT yeast gro inh, marked with its call; inhibition, %; mitochondrial fusion phenotypic screen, mutant strain inhibition
Autophagy mod cell loss 18 h: also measured in Autophagy mod; calls as there; toxicity, %; measured here: cell loss, nuclei count;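 cell loss after 18 h compound exposure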
NTR1 agonist cell count 20 µM: second read-out of NTR1 agonist, no call of its own (marks repeat the call); cell count; measured here: cell count, cytotoxicity flag
* marks the source's active call; other numbers are inactive results; i = inactive; ? = inconclusive; . = not tested or not shown; & = joins results of further samples; [ ] = remark or other dose. Not a hit list. Share with any hit: about 2.6%.

SMILES	RSV CPE inhibition	NTR1 agonist	NTR1 agonist cell count 20 µM	Autophagy mod	Autophagy mod cell loss 18 h	LYP inhibition	WT yeast gro inh	WT yeast gro inh mutant strain	GPR35 antagonists	UTI89 phage lysis	AID2073	NS5 inhibitors
Nc1c2c(nc3ccccc13)CSCC2	-0.9%	0.4	43	.	.	.	.	.	.	1.0%	.	-2%
COc1ccc(C(C(=O)NC2CCCCC2)N(C(=O)CCCC(=O)Nc2ccccn2)c2ccc3c(c2)OCCO3)cc1 (stereo not given)	1.5%	0.7	59	i	-1	-1%	-8	7	4%	-0.6%	4%	-7%
N#Cc1c(NC(=O)CSc2ncccn2)oc(-c2ccccc2)c1-c1ccccc1	6.7%	-1.2	63	i	-8	.	.	.	.	-0.2%	.	2%
Cc1onc(-c2ccccc2)c1C(=O)Nc1ccc(S(=O)(=O)Nc2nccs2)cc1	-1.9%	-0.4	69	.	.	-1%	.	.	-8%	-0.1%	-4%	-10%
COc1ccc(OC)c(N(CC(=O)N2CCCC2)S(=O)(=O)c2ccccc2)c1	-1.0%	1.1	38	.	.	2%	.	.	0%	-0.2%	5%	2%
Cc1ccc2c(c1)N(CC(=O)NCCCN1CCN(C)CC1)C(=O)CO2	0.6%	-0.8	58	.	.	-3%	.	.	16%	0.1%	4%	-4%
O=C(N/N=C/C(Br)=C\c1ccccc1)c1ccco1	-1.3%	1.6	38	.	.	-1%	.	.	7%	.	-6%	.
COc1ccccc1-c1cc(C(=O)Nc2c(C)n(C)n(-c3ccccc3)c2=O)no1	1.6%	-0.2	65	i	16	0%	-4	-25	18%	5.7%	26%	-4%
CCOC(=O)C1CCN(CC(O)COCc2ccccc2)CC1 (stereo not given)	-2.2%	-1.3	85	.	.	-11%	.	.	9%	0.1%	8%	1%
Cc1ccc([N+](=O)[O-])cc1N=C(c1ccc([N+](=O)[O-])cc1)N1CCOCC1	3.6%	0.1	46	i	2	-6%	9	-9	9%	3.0%[50 µM]	7%	3%
CCOc1ccccc1C1C(C(=O)Nc2ccccc2OC)=C(C)Nc2nnnn21 (stereo not given)	2.0%	-0.6	59	i	4	-1%	.	.	-2%	12%	1%	-9%
CCOC(=O)C1CCN(C(=O)C2CCCN(S(=O)(=O)c3ccc(OC)c(Cl)c3)C2)CC1 (stereo not given)	2.2%	4.9	59	.	.	-6%	.	.	-11%	-0.1%	5%	3%
COc1ccccc1-c1nc(S(=O)(=O)c2ccc(Cl)cc2)c(N(C)C)o1	-1.0%	2.4	33	i	1	-3%	6	-24	-14%	2.2%	-2%	-3%
CCCc1nc2oc3c(Cl)ncnc3c2c2c1CCCC2	0.8%	4.4	23	.	.	-8%	.	.	14%	0.3%	2%	1%
COC(=O)c1ccc(Cn2cc([N+](=O)[O-])cn2)cc1	-0.5%	1.6	69	.	.	-13%	.	.	-14%	-1.3%	-12%	-3%
CCN(C(=O)c1ccc2c(=O)n3c(nc2c1)CCCCC3)c1ccc(F)cc1	0.0%	-0.4	61	.	.	-12%	.	.	-11%	0.0%	2%	6%
COc1cc(C2NC(=O)NC(C)=C2C(=O)Nc2cccc(C)c2C)cc(OC)c1OC (stereo not given)	1.6%	0.4	55	i	7	-3%	-6	-1	5%	-0.5%	0%	-4%
COc1ccccc1NC(=O)c1cc(S(=O)(=O)N2CCCC2)cn1C	0.5%	1.0	88	.	.	-13%	.	.	-3%	3.3%	-2%	-1%
CCc1ccc2[nH]c(=O)c(CN(CCCO)C(=O)NCc3ccccc3)cc2c1	0.6%	-3.4	83	i	-3	-6%	-2	-5	12%	-0.1%	0%	-8%
O=C(O)[C@H](Cc1ccccc1)N1C(=O)c2ccncc2C1=O	1.0%	-1.4	50	i	-4	-8%	-1	-2	10%	8.5%	2%	-1%
O=C(OCc1ccc2c(c1)OCO2)c1ccc(S(=O)(=O)N2CCCCC2)cc1	3.3%	1.4	49	i	-2	1%	-6	6	3%	0.0%	1%	-5%
COc1ccc(C(=O)N/N=C/c2ccc(OC)c(OS(=O)(=O)c3ccccc3)c2)cc1	21%	2.2	84	i	2	-2%	17	10	2%	0.2%	1%	-5%
COc1cc(-c2nnc(NC(=O)CCS(=O)(=O)c3ccc(F)cc3)o2)cc(OC)c1OC	-1.6%	1.3	54	.	.	.	.	.	.	-1.4%	.	-4%
COc1ccc(C(=O)COC(=O)c2cc(=O)[nH]c3ccccc23)c(OC)c1	0.0%	0.4	49	.	.	.	.	.	.	1.4%[50 µM]	.	-3%
O=C(CCNS(=O)(=O)c1ccc(OC(F)(F)F)cc1)N1CCN(S(=O)(=O)c2cccc(F)c2)CC1	-1.7%	0.9	69	.	.	.	.	.	.	0.0%[50 µM]	.	5%
O=C(c1ccc2c(=O)n(C3CCCC3)c(=S)[nH]c2c1)N1CCc2ccccc21	?	18	84	i	5	0%	16	14	-6%	-0.1%	-5%	0%
CC(C)Cc1nnc(NC(=O)CSc2ncn[nH]2)s1	2.8%	0.5	59	i	0	-7%	-2	-9	10%	0.0%	11%	3%
Cc1cc(C)n(S(=O)(=O)c2cc(C)c(C)cc2C)n1	1.5%	-0.2	91	i	4	-1%	2	12	-17%	-0.1%	-1%	1%
COC(C(=O)Nc1ccnn1C1CCN(C(=O)c2ccc(C)cc2)CC1)c1ccccc1 (stereo not given)	0.1%	0.6	63	.	.	-14%	.	.	-13%	0.1%	1%	1%
Cc1ccccc1N(CC(=O)NC(C)(C)C)C(=O)c1ccc(-c2ccccc2)[nH]1	2.4%	-0.2	77	i	16	0%	6	-9	4%	.	1%	.

Given in markdown: entries from further up.
| Structure | RSV CPE inhibition | NTR1 agonist | NTR1 agonist cell count 20 µM | Autophagy mod | Autophagy mod cell loss 18 h | LYP inhibition | WT yeast gro inh | WT yeast gro inh mutant strain | GPR35 antagonists | UTI89 phage lysis | AID2073 | NS5 inhibitors |
| --- | --- | --- | --- | --- | --- | --- | --- | --- | --- | --- | --- | --- |
| COc1cc(C2NC(=O)NC(C)=C2C(=O)Nc2cccc(C)c2C)cc(OC)c1OC (stereo not given) | 1.6% | 0.4 | 55 | i | 7 | -3% | -6 | -1 | 5% | -0.5% | 0% | -4% |
| COc1ccccc1NC(=O)c1cc(S(=O)(=O)N2CCCC2)cn1C | 0.5% | 1.0 | 88 | . | . | -13% | . | . | -3% | 3.3% | -2% | -1% |
| O=C(N/N=C/C(Br)=C\c1ccccc1)c1ccco1 | -1.3% | 1.6 | 38 | . | . | -1% | . | . | 7% | . | -6% | . |

(next part)
SMILES	RSV CPE inhibition	NTR1 agonist	NTR1 agonist cell count 20 µM	Autophagy mod	Autophagy mod cell loss 18 h	LYP inhibition	WT yeast gro inh	WT yeast gro inh mutant strain	GPR35 antagonists	UTI89 phage lysis	AID2073	NS5 inhibitors
CCOC(=O)c1nc2sc3c(c2c(=O)[nH]1)CCCC3	.	7.9	34	i	8	-10%&-12%	4	16	-3%&8%	2.8%	12%&30%	-6%
CC1CN(C(NC(=O)C(C)(C)C)C(Cl)(Cl)Cl)CC(C)O1 (stereo not given)	7.5%	-2.4	55	i	-4	-9%	-11	-38	-8%	1.1%	-5%	-4%
COc1ccc(Nc2ccc(Nc3ccc(OC)cc3)nn2)cc1	0.0%	0.3	87	i	8	0%	16	5	-3%	0.1%	34%	-5%
COC(=O)[C@]1(Cc2ccccc2)N[C@H](c2ccc(-c3ccc(Cl)c(Cl)c3)cc2)[C@@H]2C(=O)N(C)C(=O)[C@@H]21	13%	2.2	57	.	.	.	.	.	.	0.3%	.	-8%
O=C(CC1SC(=NC2CCCCC2)NC1=O)Nc1ccccc1 (stereo not given)	3.5%	2.4	63	i	-2	-10%	24	-4	3%	-0.7%	14%	0%
Cc1cc(-n2c(C)cc(C(=O)CSc3nnc4sc5ccccc5n34)c2C)no1	3.2%	0.6	55	i	-2	-9%	5	5	-4%	-0.1%	-7%	-3%
COc1ccc(OC(C)C(=O)N(C)Cc2nc(-c3ccc(OC)cc3)no2)cc1 (stereo not given)	4.7%	2.1	47	.	.	-8%	.	.	12%	0.3%	-5%	-5%
CC1(C)C2C(Cl)(Cl)C2(C)c2ccccc2N1C=O (stereo not given)	1.0%	-0.3	53	.	.	-3%	.	.	1%	.	-4%	.
OC(COCc1ccco1)CN1CCN(c2ccccc2)CC1 (stereo not given)	-0.6%	-0.3	66	i	-1	-4%	-6	-16	22%	-0.3%	-3%	-6%
COc1ccc(NS(=O)(=O)c2ccc(NS(=O)(=O)c3ccc(SC)cc3)cc2)c(OC)c1	-1.2%	0.4	46	i	0	4%	-5	4	-7%	4.2%	-1%	6%
COc1ccc(CNCc2ccccc2[N+](=O)[O-])cc1OC	-0.2%	2.2	52	.	.	-8%	.	.	5%	-0.3%	3%	-7%
Cc1cc(NC(=O)CSc2nnc(-c3ccccc3F)n2C)no1	0.9%	7.3	43	.	.	.	.	.	.	1.2%[50 µM]	.	-2%
COc1ccccc1NC1=C(C)C(=O)CC1	2.1%	0.3	44	i	7	2%	-1	-1	-3%	-0.1%	-3%	1%
CC(C)n1cc(/C=C2/SC(=O)N(CC(=O)Nc3ccc4c(c3)OCO4)C2=O)c2ccccc21	-0.7%	-0.7	45	i	-31	-9%	-4	-12	3%	4.6%	20%	1%
CON=C1CCN(c2ncc(C(F)(F)F)cc2Cl)CC1	-1.2%	-3.2	97	i	-8	-3%	9	-1	19%	0.2%	-4%	-6%
COc1ccc(CCNC(=O)c2cc3c(=O)n4ccccc4nc3n(Cc3ccco3)c2=N)cc1OC	1.9%	17	66	.	.	-7%	.	.	17%	-0.3%	27%	-14%
O=C1CCN(CCc2ccccc2)CCN1[C@H](CSc1ccc(Br)cc1)c1ccccc1	2.4%	-2.5	70	.	.	5%	.	.	-4%	0.8%	-5%	-1%
O=C1C2CCCCC2C(=O)N1c1ccc(NC2CCCCC2)c([N+](=O)[O-])c1 (stereo not given)	6.1%	6.0	31	i	-6	33%	16	-3	7%	5.4%	-6%	1%
Cc1ccc(-n2c(SCC(=O)Nc3cccc(S(=O)(=O)NC4=NCCCCC4)c3)nc3ccccc3c2=O)cc1	7.7%	1.0	36	i	43	1%	-1	5	-4%	-8.1%	?	-4%
c1ccc(-n2ncc3c2ncn2nc(-c4ccco4)nc32)cc1	2.1%	1.5	46	i	-2	1%	-4	9	21%	-0.1%	49%	1%
